Assay outcomes: PubChem, National Center for Advancing Translational Sciences (NCATS)
aSyn yeast rescue = alpha-synuclein toxicity suppression in yeast | S. cerevisiae alpha-synuclein toxicity rescue, BacTiter-Glo growth, 24 h | Potency, µM (highest dose often 46.1 µM), without a hit: at the top dose growth rescue (activation), usual class: activators | 0.02% of 94,000 active | AID 1347070; active = well fitted activation curve with a large enough effect; inconclusive = small, poorly fitted or top-dose-only effect; also: 0% is about no effect
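Growth restoration measured by BacTiter-Glo luminescence after 24 hr at 30 deg C; alpha-synuclein yeast, raffinose-pregrown to mid-log, were added at OD600=0.02 in galactose medium onto pinned compounds.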
Starred values were filed as active, the others as inactive; ? = inconclusive; [ ] = dose if it differs, or a comment. Potency is read from the fitted curve at half-maximal effect. The list is partial; count on the stated rates, not on these rows.

entry	compound	aSyn yeast rescue
1	Cc1ccc(C)c(OCCC(=O)OCc2csc(CC(=O)Nc3ccccc3C)n2)c1	6.8%
2	Cc1cccc(C)c1NC(=S)N1CCC(c2ccccc2)C1 (stereo not given)	-1.0%
3	C[C@H]1CN([C@@H](C)CO)S(=O)(=O)c2ccc(Br)cc2O[C@@H]1CN(C)C(=O)Cc1cccnc1	4.0%
4	COc1ccc(-c2csc(/N=C/N(C)C)n2)cc1OC	3.2%
5	CCCc1c(O)nc(SC2CC(=O)N(c3ccc(OC)cc3)C2=O)[nH]c1=O (stereo not given)	-43.3%[inhibitor]
6	Cn1c(=O)c2c(SCC(=O)NCc3ccco3)nc(-c3ccccc3)nc2n(C)c1=O	3.5%
7	CC(C)CCNC(=O)c1cn(C)c2ccc(S(=O)(=O)N3CCCC3)cc2c1=O	-9.0%
8	CCS(=O)(=O)c1ncc(N(Cc2ccc(F)cc2)Cc2ccco2)c(C(=O)Nc2cc(C)ccc2C)n1	-2.8%
9	C[C@@H]1CCCCCCCCCCC1=O	13.2%
10	Cc1nc(-c2ccc(Cl)cc2)sc1CCNC(=O)C(=O)Nc1ccc(F)cc1F	-3.0%
11	CCCCc1nn2c(=O)cc(COC(=O)c3ccccc3NC(=O)c3cccc(C)c3)nc2s1	-1.1%
12	O=C(/C=C/c1cccs1)NC1CCS(=O)(=O)C1 (stereo not given)	2.9%

Carrying on.
entry	compound	aSyn yeast rescue
13	CCC(=O)Nc1nnc(S(=O)(=O)N2CCCCCC2)s1	-7.7%
14	O=S(=O)(Nc1cccc(-c2ccc(N3CCCCC3)nn2)c1)c1cccs1	-1.3%
15	O=C(CCNC(=O)c1ccc(Cl)cc1)Nc1cccc(S(=O)(=O)N2CCCCCC2)c1	6.8%
16	COc1cccc(Cc2nc3ccccc3nc2SCC(=O)N2CCc3ccccc32)c1	5.1%
17	Cn1cccc1/C=N/NC(=O)c1ccn[nH]1	-2.7%
18	Cc1ccc(N(CC(=O)N2CCN(c3ccc(Cl)cc3)CC2)S(=O)(=O)c2c(C)noc2C)cc1	18.1%
19	COc1ccccc1CNC(=O)c1ccc2c(c1)CCN2S(=O)(=O)c1ccc(Cl)cc1	6.0%
20	Cc1cc(C)cc(NC(=O)C(=O)NCC(c2cccnc2)N2CCN(c3ccccc3)CC2)c1 (stereo not given)	3.0%
21	CC1=C(C(=O)N2CCCCC2)C(c2cccc(Cl)c2)n2c(nc3ccccc32)N1 (stereo not given)	-11.2%
22	O=C1c2ccccc2C(O)(c2ccccc2)N1C1CC1 (stereo not given)	11.8%
23	COc1cc(C)c(Cl)cc1S(=O)(=O)NCCc1c(C)[nH]c2ccccc12	8.9%
24	Cc1ccc(C)c2sc(NC(=O)c3ccc(S(=O)(=O)N4CCCC4)cc3)nc12	-0.4%

The list continues.
entry	compound	aSyn yeast rescue
25	CCc1ccccc1NC(=O)c1cc2nc(-c3ccc(OC)c(OC)c3)cc(C(F)(F)F)n2n1	18.3%
26	Cc1ccc(Cl)cc1NC(=O)Cn1c(=O)n(CCC(=O)NCc2ccc3c(c2)OCO3)c(=O)c2sccc21	-1.8%
27	COc1ccc(-c2c(C#N)cnc(C)c2C)c(O)c1OC	6.1%
28	COc1cc(/C=C\C(=O)OCn2nnc3ccccc3c2=O)cc(OC)c1OC	-2.1%
29	COc1ccc(NC(=O)c2cnc(SCC(=O)Nc3nc4ccc(C)cc4s3)n(C)c2=O)cc1	-0.2%
30	Cc1ccccc1NS(=O)(=O)c1ccc2[nH]cc(C(=O)NCCc3ccccc3)c(=O)c2c1	-0.2%
31	CC(C)c1ccccc1OCC(=O)NN1C(=O)c2ccccc2C1=O	2.2%
32	CCOc1ccc(-c2nn(CC(=O)NC3CCCC3)c3c2cnc2ccc(F)cc23)cc1	-8.0%
33	O=C(COc1ccccc1[N+](=O)[O-])N1CCC(c2nc3ccccc3o2)CC1	8.7%
34	COCC(C)Nc1ccc(S(=O)(=O)N2CCCC2)cc1[N+](=O)[O-] (stereo not given)	2.5%
35	COC(=O)c1sccc1S(=O)(=O)Nc1ccc(Cl)cc1	5.3%
36	CCC1CCCCN1C(=O)CCc1nnc(Cc2cc(OC)ccc2OC)o1 (stereo not given)	-8.1%

Next results:
entry	compound	aSyn yeast rescue
37	CCCCn1c(N)c(N(CC(C)C)C(=O)c2cc3c(s2)CCCCC3)c(=O)[nH]c1=O	6.0%
38	CCc1cccc(OC2OC(CO)C(O)C(O)C2NC(C)=O)c1 (stereo not given)	6.9%
39	O=C(Cn1ccc2ccccc2c1=O)NCCC(=O)Nc1ccc(F)cc1F	8.3%
40	Cc1ccc(S(=O)(=O)N2CCN(C(=O)CN3C(=O)NC4(CCCC4)C3=O)CC2)c(C)c1	0.4%
41	CCOc1ccccc1C(=O)Nc1cc2c(cc1C)n(C)c(=O)c(=O)n2C	-10.6%
42	O=C(Cc1cccc2ccccc12)NCC(=O)N1CCN(CC(=O)Nc2ccc(F)cc2)CC1	-2.3%
43	CCn1c(C)c(C)c2cc(C(=O)NCc3ccc(OC)cc3OC)ccc21	?
44	C[C@H](NC(=O)c1ccc(Cl)cc1)C(=O)NCCc1ccc(S(N)(=O)=O)cc1	2.7%
45	CN(c1ccccc1)S(=O)(=O)c1cccc(C(=O)OCC(=O)NCc2ccco2)c1	11.5%
46	COc1ccc(-c2nc3ccccc3o2)cc1NC(=O)COc1ccc(C)c(C)c1	15.8%
47	CN(C(=O)Cn1cc(S(=O)(=O)Cc2ccccc2Cl)c2ccccc21)c1ccccc1	7.5%
48	Cc1ccc(NC(=O)Cn2cc(S(=O)(=O)c3ccc(C)cc3)c(=O)c3cc4c(cc32)OCO4)cc1	-3.2%

Additional records:
entry	compound	aSyn yeast rescue
49	COC(=O)c1ccc(/C=C/c2nc3ccccc3c(=O)[nH]2)cc1	-1.1%
50	CN(C)CCNC(=O)c1ccc(Cn2c(SCc3ccc(F)cc3)nc3cccnc32)cc1	-6.0%
51	COCCNC(=O)c1ccc(Cn2c(SCC(=O)NC(C)C)nc3ccccc3c2=O)cc1	-5.4%
52	CCOc1ccc(NC(=O)c2c(NC(=O)Cc3ccccc3)sc3c2CCCC3)cc1	-3.6%
53	Cc1ccc(-n2nc(C)c(/C=N/n3c(C)n[nH]c3=S)c2Cl)cc1	3.5%
54	Cc1cccc(N2CCN(C(=O)C3CCN(c4ncnc5c4nc4n5CCCCC4)CC3)CC2)c1C	2.8%
55	Cc1ccc(-c2c(C(=O)N3CCN(c4ccc(F)cc4)CC3)oc(=O)c3ccccc23)cc1	4.1%
56	COc1cc2c(cc1OC)CN(C(=O)CCN1C(=O)C3CCCCC3C1=O)CC2 (stereo not given)	-6.0%
57	C/[N+]([O-])=C\C1C(=O)CCCC1=O	-2.1%
58	CC(NC(=O)CCCc1c[nH]c2ccccc12)c1ccc(F)cc1 (stereo not given)	2.5%
59	COc1cccc(CNC(=O)Cc2ccc(NC(=O)N3CCCCc4ccccc43)cc2)c1OC	6.9%
60	CCOc1ccc(S(=O)(=O)N2CCC(c3ccncc3)CC2)cc1	-1.0%

More entries:
entry	compound	aSyn yeast rescue
61	CCOC(=O)C1CCCN(C(=O)Cn2nc(CC)n3c(cc4occc43)c2=O)C1 (stereo not given)	-7.6%
62	Cc1ccc(Cl)cc1N1C(=O)CC(Sc2ccccc2N)C1=O (stereo not given)	2.8%
63	COc1cc(C(=O)NCCNC(=O)c2cnccn2)cc(OC)c1OC	3.7%
64	COc1ccc(NC(=O)CCn2c(=S)[nH]c3ccccc3c2=O)cc1Cl	-5.9%
65	COc1ccc(C=C2NC(=O)NC2=O)cc1O	-5.1%
66	O=C(Nc1nccs1)c1ccccc1[N+](=O)[O-]	5.1%
67	O=C(Nc1cccc([N+](=O)[O-])c1)c1ccn[nH]1	-7.6%
68	c1ccc(COc2ncnc3c2ncn3CCCN2CCN(c3ncccn3)CC2)cc1	1.2%
69	Cc1nn(CCCC(=O)NCc2ccccc2Cl)c(=O)c2nccn12	-0.1%
70	O=C(NC1CCCCC1)c1cccc(N2C(=O)CCC2=O)c1	2.5%
71	Cc1ccc(Nc2c(C(C)C)c(C)c(C#N)c3nc4ccccc4n23)cc1	0.8%
72	Cc1cc(C)n(CCCC(=O)O)n1	-2.9%

Additional structures follow:
entry	compound	aSyn yeast rescue
73	Cc1ccc(C2CCN(C(=S)NC3CCCCC3)C2)cc1 (stereo not given)	1.2%
74	CN1CCN(c2ncc3c(n2)CCN(Cc2cc(Br)cs2)C3)CC1	7.5%
75	CCc1ccc(-n2nc3ccc(NC(=O)c4ccc(C#N)cc4F)cc3n2)cc1	7.1%
76	CCOC(=O)c1ccc(NC(=O)CN2c3ccccc3S(=O)(=O)c3ccccc32)cc1	-1.0%
77	COC(=O)COc1ccc2c(=O)c(-c3ccccc3)coc2c1	4.0%
78	COc1cc(C(=O)NC2(C(F)(F)F)C(=O)NC(C)=C2C#N)cc(OC)c1OC (stereo not given)	1.9%
79	Cc1cc2[nH]c(=O)c(=O)[nH]c2cc1S(=O)(=O)N1CCN(c2ccccc2)CC1	4.3%
80	CCOC(=O)c1cnc2c(ccc3ccccc32)c1Nc1ccc(OC)cc1OC	-6.6%
81	COc1cc(NC(=O)CCc2c(C)nn(-c3ccc4nnc(C)n4n3)c2C)cc(OC)c1OC	-0.5%
82	Cc1ccccc1CNC(=O)c1cccc(NC(=O)c2nsc3ccccc23)c1	9.8%
83	O=C(COc1nsnc1N1CCOCC1)Nc1ccc(Br)cc1	2.0%
84	O=C(CNS(=O)(=O)c1ccccc1)NCc1ccco1	-0.1%

Further compounds:
entry	compound	aSyn yeast rescue
85	O=c1[nH]c2cccnc2c2ccsc12	-0.9%
86	Cc1cc(N2CCCCC2)nc2ccc(NC(=O)/C=C/c3ccccc3Cl)cc12	-34.6%[inhibitor]
87	COC(=O)N/N=C/c1cccc(OCCSc2ccc(Cl)cc2)c1	4.7%
88	O=C(CSC(=S)N1CCCC1)c1cc(Br)cc(Br)c1O	10.5%
89	COc1ccccc1NC(=O)CSc1nc2c(oc3ccccc32)c(=O)n1Cc1ccco1	3.7%
90	O=C(O)c1cc(S(=O)(=O)Nc2ccc3c(c2)OCCO3)c(Cl)cc1Cl	-7.4%
91	C[C@@H]1CN([C@H](C)CO)S(=O)(=O)c2ccc(-c3ccc(C#N)cc3)cc2O[C@H]1CN(C)C(=O)Nc1cc(F)ccc1F	1.0%
92	O=C(Cn1ncc2c([nH]c3ccccc32)c1=O)NCc1cccc(Cl)c1	-0.3%
93	COc1cc(C(=O)NC2CC(=O)N(c3cccc(F)c3)C2)cc(OC)c1OC (stereo not given)	4.7%
94	O=C(C1CCOCC1)N1CCC(CO)(CCc2ccccc2)CC1	-47.9%[inhibitor]
95	COc1ccc(/C=N/NC(=O)c2ccccc2O)cc1Cn1nnc2ccccc21	-5.4%
96	COc1cccc(CNC(=O)Cn2ncn3nc(-c4cccs4)cc3c2=O)c1	1.4%

Some of the entries above in a different format:
(88) O=C(CSC(=S)N1CCCC1)c1cc(Br)cc(Br)c1O
  aSyn yeast rescue: 10.5%

(89) COc1ccccc1NC(=O)CSc1nc2c(oc3ccccc32)c(=O)n1Cc1ccco1
  aSyn yeast rescue: 3.7%

(90) O=C(O)c1cc(S(=O)(=O)Nc2ccc3c(c2)OCCO3)c(Cl)cc1Cl
  aSyn yeast rescue: -7.4%

(91) C[C@@H]1CN([C@H](C)CO)S(=O)(=O)c2ccc(-c3ccc(C#N)cc3)cc2O[C@H]1CN(C)C(=O)Nc1cc(F)ccc1F
  aSyn yeast rescue: 1.0%

Later entries:
entry	compound	aSyn yeast rescue
97	COC(=O)C(C)n1cnc2c(nnn2-c2ccc(F)cc2)c1=O (stereo not given)	-1.7%
98	CCOc1ccc2nc(N3CCCC(C(=O)Nc4ccc(OC)c(Cl)c4)C3)sc2c1 (stereo not given)	-3.9%
99	CCCCOc1ccc(C(=O)Nc2cc(-c3cn4cccnc4n3)ccc2OC)cc1	5.6%
100	CCN(CCCNC(=O)CSc1cc(=O)n(C)c2cc(Cl)ccc12)c1ccccc1	-5.5%
101	Cc1ccc2nc(N(Cc3cccnc3)C(=O)Cc3ccccc3)sc2c1	16.3%
102	Cc1cccn2c(=O)c3cc(C(=O)NCCc4ccc(S(N)(=O)=O)cc4)n(C)c3nc12	0.4%
103	Cc1cccc(N2CCN(C(=O)C3CCN(S(=O)(=O)Cc4ccccc4)CC3)CC2)c1C	2.7%
104	CC(C)(C)OC(=O)N1CCc2onc(-c3ccccc3F)c2C1=O	1.8%
105	O=C(c1ccc(Cl)cc1)n1nc(-c2ccccc2)nc1NCc1ccco1	2.3%
106	COc1ccc(CNC(=O)C2CCN(S(=O)(=O)c3cccc(-c4noc(C)n4)c3)CC2)cc1	-5.2%
107	Cc1ccc(C)c(Cn2c(C(C)NC(=O)c3ccccc3)nc3ccccc32)c1 (stereo not given)	5.0%
108	Cc1nnn(C23CC4CC(CC(CC(=O)Nc5cccc(F)c5)(C4)C2)C3)n1	11.2%

Other compounds
entry	compound	aSyn yeast rescue
109	COc1ccccc1CNC(=O)[C@H](C)NC(=O)C1CCN(C(=O)[C@@H](N)CC(C)C)CC1	0.4%
110	Cc1ccccc1CN1C(=O)c2ccccc2S(=O)c2ccc(C(=O)NCc3ccco3)cc21 (stereo not given)	6.7%
111	CCOC(=O)c1sc(NC(=O)c2sc(C)nc2C)nc1C	-1.3%
112	Cc1cccc(OCC(=O)Nc2ncn[nH]2)c1C	0.6%
113	Cc1ncc(CO)c2cc(-c3nnc(Nc4ccc5c(c4)OCO5)s3)c(=O)oc12	-4.0%
114	CCc1cccc(NC(=O)COC(=O)c2c(-c3ccccc3)noc2C)c1	0.0%
115	COc1ccc(-c2cc(C(F)(F)F)n3nc(-c4ccc(Cl)cc4)cc3n2)cc1OC	0.2%
116	Cc1ccc(C)c(S(=O)(=O)c2nnn3c2nc(N2CCCCC2)c2sccc23)c1	17.0%
117	Cc1ccc(S(=O)(=O)c2cn(CC(=O)Nc3ccc(F)cc3)c3cc4c(cc3c2=O)OCO4)cc1	-2.4%
118	COc1ccc(Cn2c(=O)[nH]c3cc(C(=O)N4CCN(c5cccc(OC)c5)CC4)ccc3c2=O)cc1	-3.5%
119	CCOC(=O)c1cccc(NC(=O)C2Cc3ccccc3N2C(=O)c2ccccc2)c1 (stereo not given)	5.5%
